Assay outcomes from PubChem.
S3 lipid droplet: qHTS Assay for Lipid Storage Modulators in Drosophila S3 Cells; Potency in µM for hits, for the others lipid storage change, negative = inhibition, % at the top dose, mostly 46.1 µM; hit rate 0.64% among 320,000; AID 2685; Drosophila S3 cells, BODIPY lipid droplet fluorescence, 18-24 h; cells fed with added oleic acid; active means well fitted inhibition curve with a large enough effect in the signal ratio, with a control signal flat, not every such curve was filed as active; inconclusive means small, poorly fitted or top-dose-only effect, or effect the other way, or a change in a side signal; the % refers to the signal ratio
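Drosophila S3 cells loaded with oleic acid (400 uM, as added) and compounds at several concentrations; lipid droplets imaged by 488-nm laser-scanning cytometry, 500–530 nm intensity and object ratio to cell channel. Percent activity normalized to 20 uM Triacsin C.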
S3 lipid droplet cell count max: recorded beside S3 lipid droplet, whose call it bears; cell number change, %; measured here: cell count max response;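 cells counted by Cell Tracker Red CMTPX staining in the red channel; peak over a dose series mostly up to 46.1 µM; percent activity relative to internal control wells on each plate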
An asterisk follows results filed as active; i = inactive; u = inconclusive; x = no result given. On the % scale 0 is the no-effect control and ±100 the full control effect; potency means the concentration at half of the fitted maximal effect. Some of the compounds tested; rates above refer to the full screens.

SMILES	S3 lipid droplet	S3 lipid droplet cell count max
Cc1ccc2nc(Cl)c3cc(C(=O)NCCCN4CCCC4)sc3c2c1	2%	1
CCCCNS(=O)(=O)c1ccc2nc(SCC(=O)Nc3sccc3C#N)[nH]c2c1	u	x
CC(Oc1ccccc1)C(=O)Nc1nc2c(s1)C(=O)CC(C)(C)C2 (stereo not given)	-14%	19
COc1ccc(N(C(=O)C(C)C)S(=O)(=O)c2ccc3c(c2)n(C)c(=O)n3C)cc1	u	x
COc1ccc(S(=O)(=O)N2CCN(C)CC2c2ccccc2)cc1OC (stereo not given)	u	x
COC(=O)c1ccc(NC(=O)CSc2n[nH]c(-c3ccncc3)n2)cc1	i	x
CN(C)c1ccc(/C=N/n2ncc3ccccc32)cc1	12%	12
COc1cccc(NC(=O)CN(C)C(=O)C2CCN(C(=O)c3ccccc3C)CC2)c1	24%	11
COc1ccccc1CNS(=O)(=O)c1c(C)[nH]c(C)c1C(=O)N1CCCCC1	18µM*	-19*
COc1cc(C2C(C(=O)c3ccco3)=C(O)C(=O)N2CC2CCCO2)ccc1O (stereo not given)	u	x
O=C(COc1ccc(Cl)cc1)NCCSc1ccccc1	u	x
Cc1cc(/C=N/NC(N)=S)c(O)c(/C=N/NC(N)=S)c1	u	x
CCCn1c(-c2cccs2)nc2nc3ccccc3nc21	u	x
COc1ccc(/C=C(\NC(=O)c2ccccc2)C(=O)NCC2CCCO2)cc1 (stereo not given)	u	x
O=C(CN1CCCCCC1)Nc1ccccc1C(=O)Nc1ccccc1	23%	x
COC1(OC)N=C(N)C2(C#N)C(c3cccc(Oc4ccccc4)c3)C12C#N (stereo not given)	-13%	9
COCCN1C(=O)C(=O)/C(=C(/O)c2ccc(S(=O)(=O)N3CCOCC3)cc2)C1c1cccc([N+](=O)[O-])c1 (stereo not given)	i	8
COc1ccc(NC(=O)c2ccc3[nH]c(C)c(C)c3c2)cc1	-9%	-17
Cn1nnc(NC(=O)c2ccccc2)n1	-4%	-11
Cc1cccc(C(=O)OC2CCOC2=O)c1O (stereo not given)	0.73µM*	4.5*
COCCn1c(SCc2ccccc2F)nc2ccccc2c1=O	u	x
O=C(CCc1ccc(S(=O)(=O)NCc2ccccc2)cc1)N1CCN(Cc2ccc3c(c2)OCO3)CC1	u	x
COc1ccccc1OCC(=O)Nc1cc2c(cc1C(=O)O)OCCCO2	u	x
CCCC1CCC(c2ccc(C(=O)NN)cc2)CC1 (stereo not given)	11%	2
Cc1cccc(NC(=O)C2CCN(S(=O)(=O)c3ccc(Cl)cc3)CC2)n1	u	x
O=C(C1CCN(S(=O)(=O)c2cccc3cccnc23)CC1)N1CCN(C2CCCCC2)CC1	10%	x
COC(=O)CSc1nc(NC#N)nc(NC(C)(C)C)n1	-8%	4
COCCCN(CC(=O)Nc1ccc(N2CCOCC2)cc1)S(=O)(=O)c1ccc(Cl)cc1	u	x
CC1(C)CC(O)(CCNCc2ccc3c(c2)OCO3)CCO1 (stereo not given)	8%	3
COC(=O)c1ccc(NC2(C#N)C(=O)Nc3ccccc32)cc1 (stereo not given)	u	x

By substructure: those above containing an aryl methoxy group.
SMILES	S3 lipid droplet	S3 lipid droplet cell count max
COc1ccc(N(C(=O)C(C)C)S(=O)(=O)c2ccc3c(c2)n(C)c(=O)n3C)cc1	u	x
COc1ccc(S(=O)(=O)N2CCN(C)CC2c2ccccc2)cc1OC (stereo not given)	u	x
COc1cccc(NC(=O)CN(C)C(=O)C2CCN(C(=O)c3ccccc3C)CC2)c1	24%	11
COc1ccccc1CNS(=O)(=O)c1c(C)[nH]c(C)c1C(=O)N1CCCCC1	18µM*	-19*
COc1cc(C2C(C(=O)c3ccco3)=C(O)C(=O)N2CC2CCCO2)ccc1O (stereo not given)	u	x
COc1ccc(/C=C(\NC(=O)c2ccccc2)C(=O)NCC2CCCO2)cc1 (stereo not given)	u	x
COc1ccc(NC(=O)c2ccc3[nH]c(C)c(C)c3c2)cc1	-9%	-17
COc1ccccc1OCC(=O)Nc1cc2c(cc1C(=O)O)OCCCO2	u	x

Next results
SMILES	S3 lipid droplet	S3 lipid droplet cell count max
NC(=O)c1c(NC(=O)CSc2nnc(-c3ccco3)n2N)sc2c1CCCC2	i	x
Cc1cc(=S)cc(C)n1CCCO	0%	-15
Cc1nn(C(C)C(=O)NCc2ccccc2F)c(=O)c2nn(-c3ccccc3)c(C)c12 (stereo not given)	-15%	-25
O=C(NCc1ccc2c(c1)OCO2)C(=O)NCC1CCCO1 (stereo not given)	0%	x
COc1cccc(/C=N/NC(=O)c2c(-c3ccccc3)noc2C)c1	0%	15
Cc1ccccc1NS(=O)(=O)c1ccc2[nH]cc(C(=O)N3CCCCC3)c(=O)c2c1	11%	16
CCCc1ccc2oc(C(=O)N(Cc3nccn3C)C(C)C)c(C)c2c1	u	x
COc1ccc(CCN(C)C(=O)CSc2ncnc3sccc23)cc1OC	u	x
CCN(CC)S(=O)(=O)c1cccc2c(N(C)C)cccc12	-21%	x
O=C(N[C@@H](Cc1ccc(O)cc1)C(=O)O)C(c1ccccc1)c1ccccc1	10%	8
CC(CCc1ccccc1)NC(=O)COC(=O)c1ccccc1O (stereo not given)	6%	0
O=C1NC[C@H](CC2CCCCC2)N(CC2CCCCC2)C1=O	5%	9
CC1(C)CC[C@]2(C(=O)O)CC[C@]3(C)C(=CC[C@@H]4[C@@]5(C)CC[C@H](O)C(C)(C)[C@@H]5CC[C@]43C)[C@@H]2C1	u	x
CCOc1cc(C(=O)OCC(=O)c2cc(C)n(CC3CCCO3)c2C)ccc1OCC(=O)N1CCOCC1 (stereo not given)	-4%	-12
CC1(C)Cc2ccccc2C(C(Cc2ccccc2)C(N)=O)=N1 (stereo not given)	u	x
COc1ccccc1NC(=O)CSc1ccc2nnc(-c3cccnc3)n2n1	9%	-3
Cc1cc(C)n(CC(O)COc2c(C)cccc2C)n1 (stereo not given)	10%	8
CCC(=O)Nc1sc2c(c1C(=O)N(C)C)CCCCC2	2%	3
COc1ccc(Br)c(C(=O)OCC(=O)N2CCC(Cc3ccccc3)CC2)c1	u	x
O=C(NC1CC2CCCC(C1)N2C(=O)Nc1ccccc1Cl)C1CC1 (stereo not given)	u	x
CCCCn1c(N)c(N(C)C(=O)c2ccccc2Oc2ccccc2)c(=O)[nH]c1=O	u	x
CCC(=O)N1CCc2cc(S(=O)(=O)N(C)c3ccc(OC)cc3OC)ccc21	0%	-6
O=C(Cc1ccc(Br)cc1)N1CCCCCC1	u	x
Cc1noc(C(=O)Nc2cccc(O)c2)c1Cl	u	x
Cc1cccc(-n2c(SCC(=O)Nc3cccc(S(=O)(=O)NC4=NCCCCC4)c3)nc3ccccc3c2=O)c1C	u	x
O=C(COC(=O)c1cc([N+](=O)[O-])ccc1N1CCOCC1)c1ccccc1	15%	x
CC(C)(C)OC(=O)NCc1ccc(CNC(=O)c2[nH]cnc2C(=O)N[C@@H](Cc2ccccc2)C(=O)OCc2ccccc2)cc1	u	x
Cc1cc(C(=O)CN2C(=O)NC3(CCCc4ccccc43)C2=O)c(C)n1Cc1cccs1 (stereo not given)	u	x
CC(C)c1ccc2oc(=O)cc(CN3CCOCC3)c2c1	u	x
Cc1c(NC(=S)NC(=O)C(C)(C)C)cccc1[N+](=O)[O-]	-16%	-12
CCO[C@H]1OC(C(=O)NCc2nc3ccccc3[nH]2)=C[C@@H](C2CCCCC2)[C@@H]1CCCO	-5%	-2
COc1ccc(Cn2c(=O)[nH]c3cc(C(=O)N4CCN(c5ccccc5F)CC4)ccc3c2=O)cc1	i	-18
Cc1cc(S(=O)(=O)N2CCN(c3ccccn3)CC2)ccc1F	u	x
CCOc1ccc(NC(=S)NC(=O)/C=C/c2ccc(C)cc2)c([N+](=O)[O-])c1	-13%	-30
COc1ccc(C2C3=C(CC(C)(C)CC3=O)Oc3ncn(Cc4ccccc4)c(=N)c32)cc1 (stereo not given)	u	x
Cc1ccc(F)c(NC(=O)C2CCCCC2C(=O)O)c1 (stereo not given)	-6%	-4
O=C(NC1CCCCC1)N1CCCCCCC1	u	x
Cc1ccc(N(CC(=O)N2CCOCC2)S(C)(=O)=O)cc1Cl	u	x
O=c1c2ccccc2nc2n1C(CSCc1ccc(Cl)cc1)CS2 (stereo not given)	i	x
CCOc1ccc(NC(=O)CN(C)C(=O)CCN2C(=O)C3CC=CCC3C2=O)cc1OCC (stereo not given)	u	x
Cc1ccc(S(=O)(=O)N2CCC(=O)N(CCOC(=O)Nc3ccccc3C)CC2)cc1	u	x
CCOC(=O)Cn1c(=O)n(CC(=O)OCC)c2ccccc21	i	x
N#Cc1ccccc1OCC(=O)OCC(=O)NC1CCS(=O)(=O)C1 (stereo not given)	u	x
O=C(COC(=O)c1ccc(O)cc1)NCC1COc2ccccc2O1 (stereo not given)	10%	3
CCOc1ccc2nc(SCC(=O)NCc3ccccc3OC)[nH]c2c1	u	x
Cc1ccc(Nc2ccc(NCc3ccccc3)nn2)cc1C	2%	10
Cc1nc2sc(C(c3ccc(Cl)cc3)N3CCN(CCO)CC3)c(O)n2n1 (stereo not given)	-2%	-11
Cc1ccc(N2C(=O)Nc3cc(Cl)c(Cl)cc3N2O)cc1Cl	u	x
Cc1ccc(N2CCN(C(=O)N3CCOCC3)CC2)cc1C	2%	-9
COc1cc(C=O)ccc1OCCOc1ccccc1[N+](=O)[O-]	u	x
COc1cc2cc(C(=O)N/N=C/c3ccccc3Cl)[nH]c2cc1OC	i	17
CC12CCC(C/C1=N\N=C1\NC(=O)/C(=C\c3ccc(Cl)cc3)S1)C2(C)C (stereo not given)	u	x
O=C(NCc1ccccn1)C1CCCN(S(=O)(=O)c2cccc3nsnc23)C1 (stereo not given)	u	x
C/C(Cn1nc([N+](=O)[O-])cc1C)=N\NC(=O)COc1ccccc1[N+](=O)[O-]	16%	5
COc1ccc(OCCC(=O)NCC23CC4CC(CC(C4)C2)C3)cc1	u	x
Cc1cc2nc(CSc3ccccc3)cc(=O)n2[nH]1	13%	x
Cc1ccc(-c2cn3c(=O)cc(C)[nH]c3n2)cc1	10%	-5
CC1=CC2=NC(=O)/C(=C\c3cc(C)n(-c4ccccc4F)c3C)C(=N)N2O1	-20%	1
COc1nnc(-c2ccc(N3CCCCC3)c(NC(=O)C3CCCCC3)c2)c2ccccc12	u	x
Cc1ccccc1CSc1nc(C(C)(C)C)cc(=O)[nH]1	u	x

(continued)
SMILES	S3 lipid droplet	S3 lipid droplet cell count max
Cc1ccc(C)c(Oc2cc(NN3CCCCC3)c([N+](=O)[O-])cc2[N+](=O)[O-])c1	i	23
COc1cnc(-c2ccccc2)nc1OC	u	x
CCOc1ccccc1NC(=O)NC(=O)N(C)S(C)(=O)=O	1%	-19
NS(=O)(=O)c1ccc(S(=O)(=O)N2CCCC2)cc1	u	x
CC1=C(C(=O)OC(C)(C)C)C(c2ccco2)C(C#N)=C(N)O1 (stereo not given)	u	x
O=C(NCc1nc2ccccc2[nH]1)C1=C[C@H](c2ccc(Br)cc2)C[C@H](OCc2ccc(CO)cc2)O1	4%	12
O=C(NCC1CCCO1)c1c(O)c2cccc3c2n(c1=O)CCC3 (stereo not given)	18%	11
Cc1ccc(-c2sc(C)nc2CC(=O)O)cc1	i	22
CSC(=CC(=O)c1ccccc1)SC	14%	15
c1ccc(SCc2nc(-c3ccccn3)no2)cc1	u	x
CN1CCN(c2ccc(Cl)cc2NC(=O)c2ccc(=O)n(C)n2)CC1	-19%	-1
CN(C(=O)CSc1nncn1C)C1CCCN(Cc2ccccc2F)C1 (stereo not given)	i	26
Cc1ccc(-c2c(C)n([O-])c3c([n+]2=O)CCCC3)cc1	1%	15
CCn1c(=O)n(CC)c2cc(N3CCCC3)c(NC(=O)c3ccc(F)cc3)cc21	u	x
CCOC(=O)C1=C(C)N(C)C(=S)NC1c1cc(OC)ccc1OC (stereo not given)	u	x

Single records, from the list above:
Profile of `O=C(NCc1nc2ccccc2[nH]1)C1=C[C@H](c2ccc(Br)cc2)C[C@H](OCc2ccc(CO)cc2)O1` : S3 lipid droplet: 4%; S3 lipid droplet cell count max: 12
Profile of `CCn1c(=O)n(CC)c2cc(N3CCCC3)c(NC(=O)c3ccc(F)cc3)cc21` : S3 lipid droplet: u; S3 lipid droplet cell count max: x
Profile of `Cc1ccc(-c2sc(C)nc2CC(=O)O)cc1` : S3 lipid droplet: i; S3 lipid droplet cell count max: 22

Remaining list, next part:
SMILES	S3 lipid droplet	S3 lipid droplet cell count max
O=C(O)CC1COc2ccccc2N1S(=O)(=O)c1ccc(Br)cc1 (stereo not given)	u	x
COC(=O)c1ccc(COC(=O)c2c(C)nn(Cc3ccccc3Cl)c2Cl)o1	i	x
Cc1nn(C)cc1C(=O)Nc1ccccc1Br	u	x
COc1ccc(CC(NC(C)=O)C(=O)NC2CCN(S(=O)(=O)c3cccc4ccccc34)CC2)cc1OC (stereo not given)	u	x
Cc1ccc(C(=O)c2c3ccc(C(F)(F)F)cc3[n+]([O-])n2CCC(N)=O)cc1	u	x
COc1ccc(CONc2ncnc3nonc23)cc1[N+](=O)[O-]	-3%	2
Cc1ccc(-c2nc(CN3CCCCC3)cc(CN3CCCCC3)c2O)cc1	-1%	5
